BLM helicase inh – qHTS Assay for Inhibitors of Bloom's syndrome helicase (BLM); recombinant BLM DNA unwinding, fluorescence dequenching; Potency, µM (series often up to 56.1 µM), for inactives: at the highest dose activity change, negative = inhibition, most hits filed as inhibitors; 0.2% of 350,000 active;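 also: potency is read from the fitted curve at half-maximal effect; plate controls were vehicle for no effect and no enzyme for full effect; nearly all actives have a fitted effect of over 35% in size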
APE1 inh – qHTS Assay for Inhibitors of the Human Apurinic/apyrimidinic Endonuclease 1 (APE1) | recombinant APE1, TAMRA/BHQ-2 abasic DNA cleavage fluorescence | Potency, µM (highest dose often 65.8 µM), without a hit: at the highest dose activity change, negative = inhibition, most hits filed as inhibitors | 0.35% of 350,000 active;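 also: potency is read from the fitted curve at half-maximal effect; plate controls were vehicle for no effect and reference inhibitor for full effect; nearly all actives have a fitted effect of over 55% in size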
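0.75 nM APE1 + cpd, 15 min RT; start w/ 50 nM TAMRA/BHQ-2 THF-abasic dsDNA; kinetic fluor 525/598 nm ×3 reads @60 s; Δ(read3−read1); normalized to DMSO and NSC13755 control wells.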
Pol eta inh – qHTS for Inhibitors of Polymerase Eta; DNA polymerase eta (Homo sapiens), Q9Y253; recombinant Pol eta, fluorescent DNA replication assay; Potency, µM (top dose mostly 114 µM), without a hit: at the top dose activity change, negative = inhibition, usual class: inhibitors; 1.2% of 390,000 active; AID 588591, 2011; also: potency is read from the fitted curve at half-maximal effect; % is scaled to controls: 0 for no effect and ±100 for the full control effect
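Fluorescent replication assay: 50 nM final substrate added after a 15 min room-temperature compound preincubation with 10 nM enzyme. Signal taken at 0 min and again at 10 min.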
Pol beta inh – qHTS Assay for Inhibitors of DNA Polymerase Beta; P06746; Pol beta primer extension/strand displacement, fluorescence kinetic; Potency, µM (highest dose often 114 µM), inactives show at the highest dose activity change, negative = inhibition, most hits filed as inhibitors; 1.3% of 340,000 active; also: potency is read from the fitted curve at half-maximal effect; % is scaled to controls: 0 for no effect and ±100 for the full control effect
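Homogeneous kinetic assay of primer extension and strand displacement by 10 nM Pol beta, preincubated 15 min at room temperature with compound before 50 nM substrate (final) was added. Read at 0 and 10 min; four-parameter Hill fit.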
Apoferritin bind – qHTS Assay for Identification of Novel General Anesthetics | AID 485281, 2010 | Potency, µM (highest dose often 77.5 µM), without a hit: top-dose activity change, negative = displacement, hits mostly inhibitors | apoferritin/1-aminoanthracene competitive binding, fluorescence | 0.074% of 350,000 active; also: potency is read from the fitted curve at half-maximal effect; % is scaled to controls: 0 for no effect and ±100 for the full control effect; nearly all actives have a fitted effect of over 20% in size
Target sequence (P02791 2-175 limits assumed): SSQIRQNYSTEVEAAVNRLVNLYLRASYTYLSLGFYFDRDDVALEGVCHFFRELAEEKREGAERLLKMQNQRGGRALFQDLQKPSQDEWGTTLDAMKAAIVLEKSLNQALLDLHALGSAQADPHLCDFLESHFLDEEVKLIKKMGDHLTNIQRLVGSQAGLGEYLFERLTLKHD
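Probe: 1-aminoanthracene (50% saturated, PBS). Protein: horse-spleen apoferritin, 10 uM. Incubation: 10 min, room temperature. Detection: 380 nm excitation, 535 nm emission. Analysis: normalized response, four-parameter Hill.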
LDHA inh – qHTS assay for inhibitors of human lactate dehydrogenase. activity change, % (values are at about 110 or 230 µM). 0.15% of 480,000 active. purified LDHA, NADH/diaphorase-resazurin fluorescence; stronger effect = lower value. L-lactate dehydrogenase A chain (Homo sapiens), P00338; in the data active = activity change below about -30%; inconclusive = mostly about -25% to -30%;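 also: plate controls were DMSO wells for no effect and wells without enzyme for full effect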
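Enzyme activity of human lactate dehydrogenase 5 (2 nM; 0.06 mM NADH, 0.2 mM pyruvate, 5 min, RT) is measured via a resazurin/diaphorase fluorescence readout of residual NADH.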
Glioma ERSR ind – qHTS for Inducers of the Endoplasmic Reticulum Stress Response (ERSR) in Human Glioma: qHTS; U87-MG GRP78 promoter luciferase reporter, 16 h; 0.02% of 420,000 active; Potency, µM, for the others: at the highest dose activation, most hits filed as activators; also: potency is read from the fitted curve at half-maximal effect; series mostly up to about 76 µM; % of control where 0% means no effect; nearly all actives have a fitted effect of over 35% in size
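Stably transfected U87-MG human glioma cells carrying a GRP78-based luminescent sensor were seeded at 1000 cells/well, pin-dosed with compounds and incubated 16 h. Luciferase reagent was then added, and end-point luminescence was read after 10 min at room temperature.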
Pol kappa inh – qHTS for Inhibitors of Polymerase Kappa. AID 588579, 2011. 0.53% of 400,000 active. DNA polymerase kappa (Homo sapiens), Q9UBT6. Potency, µM (top dose mostly 107 µM), for the others: at the highest dose activity, negative = inhibition, most hits filed as inhibitors. purified Pol kappa, fluorescent DNA synthesis assay, 10 min; also: potency is read from the fitted curve at half-maximal effect; % is scaled to controls: 0 for no effect and ±100 for the full control effect
Target sequence (Q9UBT6 whole entry, looked up): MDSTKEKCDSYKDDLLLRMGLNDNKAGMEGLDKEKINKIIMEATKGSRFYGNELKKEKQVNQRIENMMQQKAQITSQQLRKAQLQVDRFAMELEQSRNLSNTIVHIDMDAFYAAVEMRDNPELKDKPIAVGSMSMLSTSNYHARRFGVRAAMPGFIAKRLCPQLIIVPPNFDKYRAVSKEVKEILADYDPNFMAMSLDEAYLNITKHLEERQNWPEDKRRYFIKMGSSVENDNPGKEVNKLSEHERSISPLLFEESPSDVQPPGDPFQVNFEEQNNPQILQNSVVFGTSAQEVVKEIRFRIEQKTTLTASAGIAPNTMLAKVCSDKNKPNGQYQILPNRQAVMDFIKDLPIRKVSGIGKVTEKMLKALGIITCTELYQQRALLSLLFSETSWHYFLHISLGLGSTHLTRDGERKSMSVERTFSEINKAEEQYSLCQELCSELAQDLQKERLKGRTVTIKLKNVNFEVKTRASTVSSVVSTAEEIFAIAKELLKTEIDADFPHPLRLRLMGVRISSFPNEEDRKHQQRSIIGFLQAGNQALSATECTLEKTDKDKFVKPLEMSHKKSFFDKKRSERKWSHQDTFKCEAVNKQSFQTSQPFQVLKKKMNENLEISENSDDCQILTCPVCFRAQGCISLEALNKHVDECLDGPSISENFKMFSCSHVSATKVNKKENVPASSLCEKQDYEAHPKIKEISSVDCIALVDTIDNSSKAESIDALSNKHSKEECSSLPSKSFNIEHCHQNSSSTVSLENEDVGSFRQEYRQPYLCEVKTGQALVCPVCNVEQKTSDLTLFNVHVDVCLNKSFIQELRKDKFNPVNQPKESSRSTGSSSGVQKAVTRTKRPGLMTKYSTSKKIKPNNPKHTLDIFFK
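10 nM Pol kappa was preincubated with compounds for 15 min at room temperature. Reaction started with 50 nM (final) substrate. Fluorescence read kinetically at 0 and 10 min.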
POLI inh – qHTS for Inhibitors of Polymerase Iota; DNA polymerase iota (Homo sapiens), Q9UNA4; Pol iota fluorescent replication assay, 10 min; Potency, µM (series often up to 115 µM), for inactives: at the highest dose activity, negative = inhibition, usual class: inhibitors; 1% of 390,000 active; also: potency is read from the fitted curve at half-maximal effect
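Pol iota at 10 nM preincubated 15 min with compounds at room temperature; reaction started with fluorescent substrate, 50 nM final. Fluorescence read kinetically at 0 and 10 min; buffer-only wells as negative control.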
The depositor's hits bear a star; i = inactive; ? = inconclusive; nt = no result given; & = joins results of further samples; [ ] = another dose, or the depositor's remark. Unless noted, calls follow the shape of the dose curve; as a rule, active = well fitted curve in the direction sought with a large enough effect; inconclusive = small, poorly fitted or top-dose-only effect, or another doubt; inactive = no such curve, though single readings can be large; an effect the other way counts as inactive or inconclusive. The list is partial, so the mix of outcomes need not match the whole.

SMILES	BLM helicase inh	APE1 inh	Pol eta inh	Pol beta inh	Apoferritin bind	LDHA inh	Glioma ERSR ind	Pol kappa inh	POLI inh
CSc1nc2nc3c(cc2c(=O)n1-c1ccccc1C)COC(C)(C)C3	0%	3%	-2%	86%	-13%	0	1%	6%	32%[activator]
COc1ccc(CN(C(=O)c2ccccc2F)C2CCS(=O)(=O)C2)cc1 (stereo unspecified)	-3%	nt	-10%	19%	0%	-6	-3%	-8%	11%
COc1cc(C(=O)Nc2ccc3nc4n(c(=O)c3c2)CCCC4)ccc1Br	-7%	39%	-15%	-1%	7%	-1	-1%	3%	8%
CCCN(CCC)CCNS(=O)(=O)c1ccc2c(c1)CCN2C(=O)C1CCC1	1%	?	-8%	5%	-21%	-3	-3%	-6%	8%
CC(=O)N1CC(C)Sc2ccc(S(=O)(=O)NCCc3ccccc3)cc21 (stereo unspecified)	1%	-2%	-13%	2%	-8%	-2	5%	-12%	7%
CC(C)[C@H](NC(=O)Nc1ccccc1F)C(=O)O	1%	-4%	6%	3%	-7%	-2	-2%	-1%	-5%
CC(C)C(NS(=O)(=O)c1cccs1)C(=O)N1CCC(C(N)=O)CC1 (stereo unspecified)	nt	-25%	-7%	nt	nt	-6	?	-25%	23%
CC(Sc1ccccc1)C(=O)Nc1ccc(S(=O)(=O)N2CCOCC2)cc1 (stereo unspecified)	-6%	-6%	-7%	-1%	-15%	3	-7%	-25%	-1%
COc1ccccc1C(=O)NNC(=O)C12CC3CC(CC(C3)C1)C2	0%	40%[activator]	-8%	39%	?	1	-1%	5%	-7%
O=[N+]([O-])c1ccccc1/C=C/CN1CCCCC1CO (stereo unspecified)	-1%	9%	-25%	41%	2%	-3	-5%	-17%	34%[activator]
COc1ccc(C(=O)Nc2c(-c3ccccc3)nc3ccccn23)c(OC)c1	-2%	12%	-4%	3%	-18%	-2	-2%	10%	38%[activator]
N#C/C(=C\c1ccc(O)c([N+](=O)[O-])c1)c1nc2ccccc2s1	-10%	-4%	20µM*	50µM*	?	6	2%	-27%	?
O=C(Cc1c(F)cccc1Cl)NNC(=O)c1ccccc1Cl	nt	19%	-17%	nt	nt	-9	-5%	-2%	52%[activator]
CCn1cc(C(=O)N[C@@H](CCSC)C(=O)NCCOC)c(=O)c2cc3c(cc21)OCO3	-8%	-8%	-13%	30%	5%	-1	-2%	2%	50%[activator]
COC(=O)c1ccccc1NC(=O)C1(S(=O)(=O)c2ccc(Cl)cc2)CC1	-5%	-19%	4%	16%	-10%	-9	-1%	-2%	-5%
CC(C)CN(C(=O)CN(C)C(=O)c1ccco1)c1c(N)n(CC(C)C)c(=O)[nH]c1=O	nt	0%	-12%	nt	nt	-11	-4%	-2%	7%
C=CC[C@H](CC(=O)NCCO)C(=O)N[C@H](C)COC(=O)[C@@H](CC=C)Cc1ccc(F)cc1	nt	15%	-19%	nt	nt	0	-1%	1%	48%[activator]
Cc1ccc(S(=O)(=O)c2cc(Nc3ccccc3)ccc2O)cc1	nt	-18%	-6%	nt	nt	9	-1%	40µM*	50µM*
CN(c1ccc(C(=O)Nc2cccnc2)cc1)S(=O)(=O)c1ccccc1	-3%	23%	-6%	37%	0%	-8	0%	-1%	34%[activator]
CC(=O)N1CCc2c(sc3c2c(=O)n(CCc2ccccc2)c(=O)n3Cc2ccc(F)cc2)C1	-14%	nt	-18%	3%	4%	5	-1%	-7%	-2%
CCN(CC)CCC(c1ccc(N(C)C)cc1)c1c(O)cc(OC)cc1OC (stereo unspecified)	5%&1%	8%&5%	-16%	-13%	51%&6%[activator]	1	-2%&-4%	-5%&11%	-17%&19%
Cc1cc(-c2[nH]nc3c2C(c2cccc(O)c2)C(C#N)=C(N)O3)c(C)s1 (stereo unspecified)	-6%	1%	-8%	-7%	-9%	15	0%	-11%	7%
Cc1sc2ncnc(N(C)C3CCCCC3)c2c1C	-6%	-23%	-11%	10%	-16%	4	0%	-5%	68%[activator]
COc1cccc(N2CCN(C(=O)c3ccc4c(Cl)c5c(nc4c3)CCCC5)CC2)c1	-9%	nt	-24%	1%	-13%	0	1%	-3%	28%
COc1ccc(S(=O)(=O)N2CCC(C(=O)N3CCOCC3)CC2)cc1	0%	-3%	-15%	0%	4%	-15	0%	-5%	11%

Some of the entries above, reformatted:
> C=CC[C@H](CC(=O)NCCO)C(=O)N[C@H](C)COC(=O)[C@@H](CC=C)Cc1ccc(F)cc1
  BLM helicase inh: nt | APE1 inh: 15% | Pol eta inh: -19% | Pol beta inh: nt | Apoferritin bind: nt | LDHA inh: 0 | Glioma ERSR ind: -1% | Pol kappa inh: 1% | POLI inh: 48%[activator]
> Cc1ccc(S(=O)(=O)c2cc(Nc3ccccc3)ccc2O)cc1
  BLM helicase inh: nt | APE1 inh: -18% | Pol eta inh: -6% | Pol beta inh: nt | Apoferritin bind: nt | LDHA inh: 9 | Glioma ERSR ind: -1% | Pol kappa inh: 40µM* | POLI inh: 50µM*

Going on with the list.
SMILES	BLM helicase inh	APE1 inh	Pol eta inh	Pol beta inh	Apoferritin bind	LDHA inh	Glioma ERSR ind	Pol kappa inh	POLI inh
CN(C)c1ccc(NC(=O)CN2CCC(N3CCCCC3)CC2)cc1	-2%	17%	-7%	23%	-14%	-7	-2%	-3%	5%
CCOc1cc(CN2CCCC(CNC(=O)c3ccc(F)cc3)C2)ccc1OC (stereo unspecified)	1%	0%	-6%	11%	4%	-5	0%	2%	14%
CCOc1cc(C(=O)NCC(=O)N2CCC3(CC2)NCCc2[nH]cnc23)cc(OCC)c1OCC	-2%	9%	?	18%	-7%	-9	-5%	-18%	10%
CSc1ccccc1C(=O)N1CCOCC1	4%	2%	-3%	-8%	-7%	-8	-3%	-5%	4%
O=C(Nc1ccc(O)c2c(=O)cc(-c3ccccc3Cl)oc12)c1ccc(Cl)c(Cl)c1	-12%&-1%	-6%&0%	0%	-13%	?	-1	-5%&-3%	17%&-15%	?
CCOC(=O)/C(C#N)=C/Nc1cc(C(=O)OCC)cc2c(OC)c(OC)ccc12	-2%	-5%	-11%	25%	1%	10	-8%	7%	79%[activator]
COc1ccc(OC)c(-c2csc(N(CC3CCCO3)C(=O)Cc3ccccc3)n2)c1 (stereo unspecified)	-5%	-1%	-12%	3%	79%[activator]	-13	-3%	-7%	-21%
Cc1ccc(CSC2=NCCN2C(=O)C(C)Oc2ccccc2)cc1 (stereo unspecified)	-4%	-8%	-17%	10%	4%	-5	1%	2%	61%[activator]
CC(C)CC(=O)NCc1ccc(F)cc1	1%	-12%	-10%	44%	-8%	-2	-1%	-3%	10%
COc1ccc(-c2ccc3c(c2)S(=O)(=O)c2cccc(C(=O)O)c2C3=O)cc1OC	nt	-4%	-3%	nt	nt	-5	-4%	-1%	-2%
C[C@]12c3[nH]c4ccccc4c3CCN1C(=O)C(CC(=O)NCCc1ccccn1)C[C@@H]2C(=O)N1CCCCC1 (stereo partly specified)	nt	57%[activator]	-14%	nt	nt	7	1%	12%	20%
CCCCOc1ccc(C2=NC(c3ccncc3)=Nc3ccc(OCC)cc3N2)cc1	-16%	nt	nt	6%	?	12	nt	-16%	5%
Cc1cc(C)c(NC(=O)C(C)c2cccc(C(=O)c3ccccc3)c2)c(C)c1 (stereo unspecified)	-6%	-2%	-3%	-6%	?	-10	-1%	-14%	-5%
Cn1cccc1Cc1nnc(SCC(=O)Nc2cccc(Cl)c2)n1-c1ccc(F)cc1	-4%	-6%	-16%	-22%	-5%	1	-5%	-11%	-23%
COc1ccccc1NC(=O)Cn1cc(C(=O)C2CC2)c2ccccc21	-3%	9%	-8%	23%	-14%	-8	-5%	2%	14%
Cn1c2ccccc2c(=O)c2c(=O)n(C3CCCCC3)c(-c3ccco3)nc21	-6%	-2%	-1%	-10%	-10%	-17	-1%	-6%	-14%
CCc1ccccc1NS(=O)(=O)c1ccc2c(c1)CC(=O)N2	-7%	nt	-8%	5%	-23%	1	-3%	0%	40%[activator]
CC(C)c1ccc(C(=O)NC(=S)Nc2ccc3[nH]c(=O)[nH]c3c2)cc1	-2%	-3%	10%	9%	-8%	-7	-2%	3%	23%
Cc1cc(C)n(C2CCCCC2OC(=O)c2ccccc2F)n1 (stereo unspecified)	-2%	12%	2%	6%	-14%	-7	-5%	-7%	i
COc1ccc(C2/C=C\CN(Cc3ccccc3)C(C)C(=O)N2Cc2ccc(F)cc2)cc1 (stereo unspecified)	-9%	-9%	nt	nt	77%[activator]	nt	-2%	0%	15%
COc1cc(C2C3C(=O)N(Cc4ccccc4)C(=O)C3ON2c2ccccc2)cc(OC)c1OC (stereo unspecified)	-10%	2%	-16%	-3%	-14%	4	5%	-6%	-5%
COc1ccc(C)cc1NC(=O)c1ccc(NS(=O)(=O)c2cccc3cccnc23)cc1	-8%	-6%	-17%	0%	1%	-7	-3%	-5%	66%[activator]
Cc1ccc(N(CC(=O)NCc2ccccc2Cl)S(=O)(=O)c2cccs2)cc1	-7%	-9%	-13%	10%	44%[activator]	-1	-3%	-5%	6%
CCN(CC)S(=O)(=O)c1ccc(C(=O)Nn2cnnc2)cc1	-5%	25%	-5%	5%	0%	2	-4%	7%	0%
COCCN(Cc1cc2cc(C)ccc2n2nnnc12)C(=S)Nc1ccc(OC)cc1	nt	nt	-14%	nt	nt	-4	-4%	2%	10%
Cc1ccc(C(=O)NCc2ccco2)o1	-10%	16%	?	?	-6%	-3	-1%	?	?
CCNC(=S)NCc1ccc(Cl)cc1	nt	nt	-5%	nt	nt	-4	-2%	-21%	-13%
COc1ccc2nc(C)cc(NCCN3CCOCC3)c2c1	11%	-15%	-19%	-17%	-3%	-1	-4%	0%	48%[activator]
CCc1c(O)nc(SCc2nc3ccccc3c(=O)[nH]2)[nH]c1=O	-8%	-7%	-9%	27%	2%	-5	-1%	-15%	113%[activator]
